From PubChem BioAssay
NCI-60 one-dose screen, 48 h, at 10 µM unless noted. Numbers give growth in % (100 = growth as untreated, 0 = no growth, -100 = all killed).
UACC-257: UACC-257 melanoma. 4.4% of 78,000 active. AID 1794764
BT-549: BT-549 breast cancer; 4.4% of 78,000 active; AID 1794793
T-47D: T-47D breast cancer; 5% of 79,000 active
MALME-3M: MALME-3M melanoma; 5.8% of 78,000 active
SK-MEL-2: SK-MEL-2 melanoma; 4.7% of 77,000 active
UACC-62: UACC-62 melanoma; 5.4% of 81,000 active; AID 1794756
SK-MEL-28: SK-MEL-28 melanoma. 4.1% of 81,000 active
HS 578T: HS 578T breast cancer; 4.1% of 78,000 active; AID 1794788
* = called active by the depositor; . = no result given; & = joins results of further samples; [ ] = remark or other dose. How the source made its calls: active means growth percent below 10; inactive means the rest.

Fields: UACC-257, BT-549, T-47D, MALME-3M, SK-MEL-2, UACC-62, SK-MEL-28, HS 578T
CC(=O)O[C@H]1C[C@@]2(C)[C@@H](C[C@@H](O)C3[C@]2(C)CC[C@H]2[C@H](C)[C@H](O)CC[C@]32C)/C1=C(/CCC=C(C)C)C(=O)O (some centres undefined)
→ 117, 96, 106, 96, 130, 102, 111, 117
CCOC(=O)c1ccc(NC(=S)NC(=O)c2ccc(OCC)cc2)cc1
→ 113, 90, 103, 102, 109, 100, 108, 104
COc1cc(C2CC(=O)Nc3c2c(C)nn3-c2nc3ccccc3[nH]2)cc2c1OCC(=O)N2 (centres undefined)
→ 70, 66, 84, 117, 68, 66, 65, 27
CCc1cccc(CC)c1NC(=O)c1ccc(C)cc1
→ 91, 107, ., 87, 115, 80, 94, 90
CC(=O)OC1CC2CC1C1C=CCC21 (centres undefined)
→ 92&106, 76&105, 99&99, 124&118, 106&108, 101&105, 117&108, 105
CC1=C(CC(=O)O)c2cc(F)ccc2/C1=C\c1ccc(S(C)=O)cc1 (centres undefined)
→ 95, 106, ., 96, 121, ., 118, 118
CCOC(=O)Nc1nc2ccc(SCC(C)C)cc2s1
→ 55, 47, 24, 32, 33, 17, 62, 30
CCN(CC)CCCN1C(=O)c2c(c(C)c3c(oc4cc(OC)ccc43)c2C)C1=O
→ 114, 99, 112, 85, 112, 102, -83*, 108
CCCSc1nc(Nc2ccc(S(N)(=O)=O)cc2)c(C#N)c(-c2ccc(Cl)cc2)n1
→ 55, 78, 86, -4.5*, 68, 31, 74, 12
CCCCCCCCCCCCCCCCCCOC(=O)NC1c2ccccc2Oc2ccccc21
→ 96, 107, 89, 92, 95, 102, 105, 93
Cc1ccc2c(c1)C(=O)C(=O)N2CCCCn1cc(-c2ccccc2)nn1
→ 107, 99, 73, 97, 108, 72, 100, 81
O=C1COC(c2ccccc2O)=NN1CCCl
→ 100, 103, 103, 97, 118, 106, 106, 114
N#Cc1c(-c2ccc(F)cc2)nc(NNC(N)=S)nc1N1CCOCC1
→ 98, 96, 90, 105, 109, 88, 96, 94
COC(=O)COc1ccc(/C=C2/NC(=O)N(c3ccccc3)C2=O)cc1
→ ., 92, 103, 106, 92, 109, 109, 105
Nc1nc2c(C(=O)Nc3ccc(Cl)cc3)c(Nc3ccccc3)nn2c(-c2ccc(Cl)cc2)c1-c1nc2ccccc2s1
→ 119, 107, ., 95, 114, 90, 99, 98
Clc1ccc(-c2nc(-c3c[nH]c4ccccc34)cs2)cc1
→ 108, 90, 79, 89, 97, 90, 113, 111
COc1ccc(Cl)cc1Nc1nc(C(F)(F)F)ccc1C(=O)N/N=C/c1c(Cl)cccc1Cl
→ 61, 49, 42, 69, 28, 53, 62, 54
O=C(CN1CCCCC1)Nc1nc2ccc(NCc3ccc(Br)cc3)cc2s1
→ 96, 112, 81, 96, 107, 96, 113, 105
O=C(O)/C=C/c1ccccc1Cl
→ 100, 105&93, 96&95, 100&90, 105&100, 105&92, 102&103, 90&108
CC(=O)C1(O)C=C/C(=C/Nc2ccccc2C(=O)O)C1=O (centres undefined)
→ 98, 88, 95, ., 100, 100, 108, 107

Just UACC-62 and SK-MEL-2 (3 entries from above):
mol	UACC-62	SK-MEL-2
O=C(CN1CCCCC1)Nc1nc2ccc(NCc3ccc(Br)cc3)cc2s1	96	107
O=C(O)/C=C/c1ccccc1Cl	105&92	105&100
CC(=O)C1(O)C=C/C(=C/Nc2ccccc2C(=O)O)C1=O (centres undefined)	100	100

Compound profiles (already shown). Order of screens: UACC-257 | BT-549 | T-47D | MALME-3M | SK-MEL-2 | UACC-62 | SK-MEL-28 | HS 578T
N#Cc1c(-c2ccc(F)cc2)nc(NNC(N)=S)nc1N1CCOCC1 is listed as 98 | 96 | 90 | 105 | 109 | 88 | 96 | 94
Clc1ccc(-c2nc(-c3c[nH]c4ccccc34)cs2)cc1 is listed as 108 | 90 | 79 | 89 | 97 | 90 | 113 | 111
COC(=O)COc1ccc(/C=C2/NC(=O)N(c3ccccc3)C2=O)cc1 is listed as . | 92 | 103 | 106 | 92 | 109 | 109 | 105
O=C(CN1CCCCC1)Nc1nc2ccc(NCc3ccc(Br)cc3)cc2s1 is listed as 96 | 112 | 81 | 96 | 107 | 96 | 113 | 105

More results.
Fields: UACC-257, BT-549, T-47D, MALME-3M, SK-MEL-2, UACC-62, SK-MEL-28, HS 578T
CC(C)OC(=O)c1ccc2[nH]c(O)c(C(=Nc3ccc(N(C)C(=O)CN4CCN(C)CC4)cc3)c3ccccc3)c2c1
→ -65*, -79*, -48*, -85*, -74*, -44*, -54*, -7.1*
O=C1CSC(=Nc2ccc(OCc3nnc(-c4ccc(Cl)cc4)o3)cc2)N1
→ 96, 84, 93, 141, 99, 86, 98, .
COc1ccc(C(=O)/C=C/c2cn(-c3cccc(Cl)c3)nc2-c2ccc(OC)cc2)cc1
→ 92, 91, 62, 91, 110, 79, 98, 90
CCOC(=O)/C(C#N)=C/c1ccccc1[N+](=O)[O-]
→ 102, 108, 103, 112, 108, 100, 115, 115
COC(=O)[C@]12CCC(C)(C)C[C@H]1C1=CC[C@@H]3[C@@]4(C)C/C(=C/c5ccco5)C(=O)C(C)(C)[C@@H]4CC[C@@]3(C)[C@]1(C)CC2
→ 100, 105, 76, 93, 95, 85, 101, 104
Nc1c(C(=O)Nc2cccc3ccccc23)sc2nc3c(cc12)CCCCCC3
→ 69, 32, 36, 76, 5.9*, 32, 66, 29
CC(/C=C/c1ccccc1)=Nc1ccccc1
→ 79, 119, 67, 92, 108, 95, 116, 94
O=C(CSc1nnc(-c2cc(-c3ccc(Cl)cc3)nc3ccccc23)n1-c1ccccc1)c1ccccc1
→ 98, 75, 84, 92, 101, 99, 108, 103
Cc1ccc(-n2cc(-c3ccccc3)c(C3=NCCN3)c2N)cc1
→ 104, 81, 73, 95, 98, 87, 106, 90
COc1ccc(C=Nc2ccc(NC(C)=O)cc2)cc1OC
→ 117, 118, 101, 105, 96, 100, 107, 98
Oc1cccc(C2Nc3ccccc3-n3cccc32)c1O (centres undefined)
→ 94, 90, 74, 108, 112, 85, 106, 94
O=C1c2ccc3c4c(ccc(c24)C(=O)N1CCCN=C=S)C(=O)N(CCCN=C=S)C3=O
→ 109, 99, 86, 129, 92, 96, 108, .
CC(=O)c1ccc2cc3c(cc2c1)OCO3
→ 111, ., 102, 96, 115, 98, 111, 105
O=C1/C(=C\c2c[nH]c3ccccc23)c2ccccc2N1c1c(Cl)cccc1Cl
→ 24, -22*, 1.3*, -17*, 16, -59*, -31*, -11*
Cc1ccc(-c2nc3nc(-c4ccc(F)cc4)nc(N4CCCNCC4)c3o2)cc1
→ -72*, -77*, -64*, -73*, -61*, -82*, -94*, -76*
C#Cc1cccc(NC(=O)c2ccccc2N=C=S)c1
→ 104[8.25 µM], 94[8.25 µM], 94[8.25 µM], 100[8.25 µM], 111[8.25 µM], 94[8.25 µM], 107[8.25 µM], 102[8.25 µM]
C=C1C(=O)O[C@H]2[C@H]1CC/C(COC(=O)/C=C\C(=O)NCc1ccc(Cn3c(=O)sn(CCCC)c3=O)cc1)=C\CC[C@@]1(C)O[C@@H]21
→ -53*, -73*, -39*, -93*, -54*, -97*, -92*, -20*
CC1SC(c2ccc(Cl)cc2)N(NC(=O)c2cccnc2)C1=O (centres undefined)
→ 99, 87, 103, 106, 96, 83, 103, 121
COc1ccc(C)cc1NC(C)=O
→ 105, ., 103, 99, 104, 102, 104, 112
CCCCCCCCCCCCCCCCCC1=NC(C)(C)CN1CC(C)O (centres undefined)
→ 103, 101, 73, 97, 85, 105, 105, 107
CC1(C)CC[C@]2(CO)CC[C@]3(C)[C@@H](NCC[C@@H]4[C@@]5(C)CCCNC(C)(C)[C@@H]5CC[C@]43C)[C@@H]2C1
→ 112, 98, 80, 110, 105, 91, 109, 92
O=C(c1ccc(Cl)cc1)N1CCN(c2ccnc3cc(Cl)ccc23)CC1
→ 91, 106, 58, 84, 89, 71, 100, 99
COc1cc2ncnc(Nc3ccc(O[C@H]4CO[C@H]5[C@@H]4OC[C@@H]5O)c(Cl)c3)c2cc1OC
→ 99, 106, 57, 89, 104, 86, 101, 88
O=C(NCCNC(=O)c1ccc(F)cc1)Nc1ccc(-n2cc(-c3ccncc3)c(-c3ccc(Cl)c(O)c3)n2)cc1
→ 24, -24*, 30, 3.4*, -11*, 7.1*, 18, 17
CSc1ccc(C2SCC(=O)N2NC(=O)C(O)(c2ccccc2)c2ccccc2)cc1 (centres undefined)
→ 90, 90, 59, 116, 98, 73, 109, 90
O=C(NCc1ccco1)Nc1cccc(-c2ccccc2)c1
→ 113, 102, 106, ., 101, 81, 109, 108
COc1ccc(-c2nnc(SCC(=O)Nc3ccc(C(=O)/C=C/c4ccc(Cl)cc4)cc3)o2)cc1OC
→ 91, 57, 90, 5.8*, 72, 63, 82, 102
COc1ccc(/C=C/C(C)=N/OCC(=O)O)cc1
→ 112, 99, 93, 97, ., 113, 114, 113
O=C1/C(=C/c2ccc(Br)cc2)SC(=S)N1c1cccnc1
→ 108, 109, 84, 98, 102, 99, 99, 89
c1ccc2c(c1)oc1cc3sccc3nc12
→ 104, 90, 101, 102, 95, 94, 109, 101
Cn1c(N)cc(=O)[nH]c1=S
→ 103, 101, 101, 112, 100, 99, 117, 107
O=C1CCCN1CO
→ 94, 84, 96, 99, 95, 96, 107, .
Nc1nc(Cl)c(Cl)nc1C(=O)O
→ ., 102, 85, 88, ., 91, 108, 105
C=CCc1c(O)c(OC)c2c(c1OC)OCO2
→ 102, 100, 93, 102, 105, 97, 106, 105
COc1ccc(-c2c(C#N)c(-c3ccccc3)nc3c2c(-c2ccc(Cl)cc2)nn3-c2ccccc2)cc1
→ 102, 125, 95, 104, 111, 91, 105, 109
C=CC(=O)N[C@H](CO)Cc1ccc(-c2cc(Cl)cc(Cl)c2)cc1
→ ., 92, 69, 99, 95, 75, 103, 90
Cc1cc(Br)ccc1-n1cc(C#N)c(N)c1C(=O)c1ccc(Cl)cc1
→ 98, 111, 99, 111, 105, 91, 110, 103
Nc1cc2c3cncnc3cc(-c3cccc(Cl)c3)c2c2ncncc12
→ 104, 80, 82, 140, 103, 72, 109, 70
COc1ccc2cc(C(=O)N3CCC([C@@H](C)C(=O)NCc4ccc5c(c4)OCO5)CC3)[nH]c2c1
→ 78[50 µM], 16[50 µM], 17[50 µM], 44[50 µM], 64[50 µM], 44[50 µM], 78[50 µM], 23[50 µM]
CCN(CC)c1ccc(\C=N/N=C(N)/C(N)=N\N=C/c2ccc(N(CC)CC)cc2)cc1
→ 104, 104, 104, 94, 98, 104, 105, 103
CCn1c2[n+](c3ccccc31)CCC2
→ 105, 107, 111, 99, 101, 111, 106, .
O=C(c1ccc(Cl)cc1)C1[C@H](c2ccccc2Cl)[C@@H](c2ccccc2)NC12C(=O)Nc1ccc(Cl)cc12 (some centres undefined)
→ -15*, -87*, -71*, -39*, -87*, -60*, -80*, -40*
O=C1c2ccccc2C(=O)C1c1ccc(Cl)cc1
→ 112, 93, 97, 103, 107, 100, 113, 111
CC1=C(C(=O)NN)C(c2ccccc2)NC(=O)N1 (centres undefined)
→ 99, 110, 103, 97, 105, 90, 100, 101
Cc1cc(C)n(-c2nnc3n2N=C(c2ccccc2)CS3)n1
→ 102, 116, 83, 101, 107, 97, 112, 100
Cc1ccc2c(N)c(C(=O)c3ccc(Cl)cc3)sc2n1
→ 92, 78, 79, 101, 88, 89, 87, 95
CN(N=O)C(=O)NC1C(NC(=O)N(C)N=O)N(C)C(=O)N1C (centres undefined)
→ 111, 104, 96, 92, ., 94, 103, 100
Cc1nccc2c3ccc(OCc4cn(-c5ccc(Br)cc5)nn4)cc3n(CCCc3ccccc3)c12
→ -20*, 54, 104, -61*, 107, 6.2*, -68*, -6.6*
CC(=O)N1N=C(c2ccccc2)CC1c1sc(N(C)Cc2ccccc2)nc1Cl (centres undefined)
→ 117, 119, 91, 104, 96, 91, 113, 107
O=C1OCC/C1=N/O
→ 109, 107, 91, 108, 111, 99, 100, 120
O=[N+]([O-])c1[nH]cnc1/C=C\c1ccccc1
→ 99, 75, 87, 90, 109, 87, 104, 93
C=CCC(CC)C(=O)NC(=O)N1CCCc2ccccc21 (centres undefined)
→ 94&94, 105&86, 96&115, 82&98, 112&106, 107&94, 119&120, 106&103
